Screening results: PubChem BioAssay, National Center for Advancing Translational Sciences (NCATS)
KB-V1 cytotox – kills drug-selected multidrug resistant KB-V1 cells. Potency, µM (highest dose often 46.1 µM), for the others: at the top dose activity change, negative = cytotoxicity, actives largely listed as cytotoxic. 400,000 tested, 3.4% active. KB-V1 MDR cells viability, CellTiter-Glo, 72 h; note: potency is the fitted concentration of half-maximal effect; % is set by controls: 0 for no effect and ±100 for the full control effect; nearly all actives have a fitted effect of over 60% in size
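Potencies derive from concentration-effect curves fitted to normalized luminescence (CellTiter-Glo) of KB-V1 cells treated for 72 h at 37 degrees C in phenol-red-free DMEM containing 10% FBS.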
HEK293 tox – cytotoxicity in counter-screen for GLP-1R inverse agonists. HEK293 cAMP-luciferase reporter cells, luminescence, 24 h. AID 624418. Potency, µM (top dose mostly 38.3 µM), without a hit: at the top dose activity change, negative = inhibition, actives largely listed as inhibitors. 410,000 tested, 0.13% active;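 note: loss of luciferase light is scored as toxicity; potency is the fitted concentration of half-maximal effect; % is set by controls: 0 for no effect and ±100 for the full control effect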
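Compound-treated cells are incubated 24 hr at 37 deg C under 5% CO2 after a 12 hour attachment period, then luciferase detection reagent is added and luminescence is measured following 12 min at room temperature; lowered signal indicates toxicity.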
SW480 rerep – DNA re-replication induction in SW480 cells; Potency, µM (top dose mostly 46.1 µM), inactives show at the highest dose re-replication activation, usual class: activators; SW480 DNA re-replication, Hoechst DNA content imaging, 48 h; 340,000 tested, 1.8% active; AID 624297; note: potency is the fitted concentration of half-maximal effect; % of control where 0% means no effect; nearly all actives have a fitted effect of over 55% in size
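Image-based read-out: total Hoechst fluorescence of nuclei (405 nm excitation, 500-530 nm emission), with hits raising the fraction of high-intensity nuclei. SW480 colon cells incubated 48 hr with compounds at 37 C.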
DRD3 agonist – D3 dopamine receptor (human) agonism; P35462; D3R DiscoveRx beta-arrestin cells, luminescence, 90 min; max activation, %; 410,000 tested, 0.58% active; AID 652048; in the data active = max activation above about 30%; note: 0% is about no effect; mostly tested at two doses, the higher about 12 µM
Target sequence (P35462 whole entry, looked up): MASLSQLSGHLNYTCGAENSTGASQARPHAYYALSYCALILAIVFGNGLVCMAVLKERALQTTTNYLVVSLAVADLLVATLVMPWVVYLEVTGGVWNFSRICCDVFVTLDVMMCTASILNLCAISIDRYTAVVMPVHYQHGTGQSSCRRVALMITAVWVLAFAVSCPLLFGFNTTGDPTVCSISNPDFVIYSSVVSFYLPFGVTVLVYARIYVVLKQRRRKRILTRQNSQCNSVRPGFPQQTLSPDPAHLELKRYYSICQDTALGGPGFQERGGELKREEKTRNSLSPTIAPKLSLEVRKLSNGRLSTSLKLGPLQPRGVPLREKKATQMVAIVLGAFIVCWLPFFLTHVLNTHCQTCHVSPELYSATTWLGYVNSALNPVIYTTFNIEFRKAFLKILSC
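Cells at 1500/well, incubated overnight, then treated with pinned compounds (dopamine as control) for 90 min at 37 degrees C. DiscoveRx reagent added for 30 - 60 minutes at room temperature; luminescence read.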
IL-1B inflam inh – inflammasome signaling inhibition, IL-1 beta readout | 360,000 tested, 4.7% active | AID 743279 | THP-1 LPS/ATP IL-1B secretion, AlphaLISA, 16 h; stronger effect = lower value | activity change, % at 57.5 µM; in the data active = activity change below about -50%; inconclusive = mostly about -30% to -49%; note: % is set by controls: 0 for no effect and ±100 for the full control effect
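THP-1 cells pretreated 1 hr with compounds (up to 57.5 uM final), then stimulated with LPS (250 ng/mL final) plus ATP (1.25 mM final); secreted IL-1B measured by AlphaLISA after 16 hr, decreased signal indicating inhibition.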
HT1080NT lethal – kills 2HG-producing HT-1080-NT fibrosarcoma cells; HT-1080-NT fibrosarcoma viability, CellTiter-Glo ATP luminescence, 48 h; Potency, µM (top dose mostly 46.1 µM), inactives show at the top dose activity, negative = less viability, actives largely listed as cytotoxic; 360,000 tested, 1.6% active;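 note: NT is the 2HG producing partner of a matched IDH1 knockdown line; potency is the fitted concentration of half-maximal effect; 0% = DMSO-treated cells and -100% = media-only wells without cells; nearly all actives have a fitted effect of over 55% in size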
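Read-out is CellTiter-Glo luminescence after 10 minutes at room temperature, following 48 hours' compound treatment of HT-1080-NT cells (750 cells/well, RPMI, 5% FBS, 37 degrees C).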
KB-3-1 cytotox – kills parental KB-3-1 adenocarcinoma cells | AID 1347075 | 400,000 tested, 1.4% active | Potency, µM (highest dose often 46.1 µM), inactives show at the highest dose activity change, negative = cytotoxic, usual class: cytotoxic | KB-3-1 viability, CellTiter-Glo ATP luminescence, 72 h; note: potency is the fitted concentration of half-maximal effect; % is set by controls: 0 for no effect and ±100 for the full control effect; nearly all actives have a fitted effect of over 60% in size
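Multi-concentration cytotoxicity screen in KB-3-1 cells grown in DMEM lacking phenol red with 10% FBS. After 72 h at 37 °C with compound, ATP-dependent luminescence was recorded.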
MCF10A rereplic – induces DNA re-replication in MCF 10a normal breast cells; AID 624296; MCF 10A DNA re-replication, Hoechst nuclear intensity, 48 h; Potency, µM (top dose mostly 46.1 µM), for inactives: at the top dose activity, positive = re-replication, actives largely listed as activators; 350,000 tested, 2.9% active; note: potency is the fitted concentration of half-maximal effect; % of control where 0% means no effect; nearly all actives have a fitted effect of over 50% in size
HT1080 IDH1KD tx – HT-1080 IDH1 knockdown cell toxicity (counter line) | HT-1080 IDH1 knockdown viability, ATP luminescence, 48 h | 360,000 tested, 2% active | Potency, µM (highest dose often 46.1 µM), for inactives: at the highest dose activity, negative = toxicity, most hits filed as cytotoxic | AID 686971;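 note: potency is the fitted concentration of half-maximal effect; 0% = DMSO wells and -100% = cell-free medium wells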
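Cytotoxicity counter-line: IDH1KD HT-1080, 48 h, CellTiter-Glo. Curves classed by r2, magnitude and activity.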
* hit, by the source's call; ? = inconclusive; / = not tested or not shown; [ ] = another dose, or the depositor's remark. Unless noted, calls come from the whole dose curve; as a rule, active = well fitted curve in the direction sought with a large enough effect; inconclusive = small, poorly fitted or top-dose-only effect, or another doubt; inactive = no such curve, though single readings can be large; an effect the other way counts as inactive or inconclusive. This is a random part of the collection; overall some 11% were active at least once.

Start of the data: the first two entries (preview)
1: O=C1C=C(c2ccccc2)C[C@@H](c2ccc3c(c2)OCO3)C1
2: CC1=NN(c2nc(-c3ccc(C)cc3)cs2)C(=O)C1N=Nc1cccc(C)c1 (stereo not given)

Assay by compound,1,2
KB-V1 cytotox,14%,-29%
HEK293 tox,8%,-6%
SW480 rerep,-15%,-5%
DRD3 agonist,-9,7
IL-1B inflam inh,-23,11
HT1080NT lethal,5%,11%
KB-3-1 cytotox,12%,4%
MCF10A rereplic,0%,4%
HT1080 IDH1KD tx,6%,7%

This part in full, from the start:
1: O=C1C=C(c2ccccc2)C[C@@H](c2ccc3c(c2)OCO3)C1
2: CC1=NN(c2nc(-c3ccc(C)cc3)cs2)C(=O)C1N=Nc1cccc(C)c1 (stereo not given)
3: CC(C)C1C(=O)N(Cc2cn(CC3CCCCC3)nn2)CCS(=O)(=O)N1Cc1ccc(-c2cccc(CO)c2)cc1 (stereo not given)
4: CN(c1ccccc1)S(=O)(=O)c1ccc(NC(=O)c2ccco2)cc1
5: COc1ccc(-c2noc(C)c2-c2ccc3ccccc3n2)c(O)c1
6: COc1cc2c(cc1OC)CN(CC(=O)Nc1ccccc1C#N)CC2
7: O=C(Nc1cccc(F)c1)c1coc(=O)c(Br)c1
8: Cc1ccc(CN2CCN(C(=O)CC(C)C)CC2)cc1

Assay by compound,1,2,3,4,5,6,7,8
KB-V1 cytotox,14%,-29%,-8%,-2%,?,0%,-2%,0%
HEK293 tox,8%,-6%,14%,-9%,-22%,-9%,-4%,7%
SW480 rerep,-15%,-5%,/,-4%,4.6µM*,-5%,17%,0%
DRD3 agonist,-9,7,-11,5,-8,1,-10,0
IL-1B inflam inh,-23,11,?,-8,-10,-9,-19,9
HT1080NT lethal,5%,11%,?,-13%,?,0%,-14%,-2%
KB-3-1 cytotox,12%,4%,?,5%,?,8%,-5%,-6%
MCF10A rereplic,0%,4%,/,-1%,?,6%,?,8%
HT1080 IDH1KD tx,6%,7%,?,-11%,?,-5%,-25%,-3%

9: CCOc1ccc(CCN2C(=O)C(=O)N([C@@H](Cc3ccc(O)cc3)CN3CCC[C@H]3CN3C(=O)C(=O)NC[C@@H]3Cc3ccc(O)cc3)C[C@@H]2Cc2ccc(O)cc2)cc1
10: CN(CCO)c1ncnc2nc[nH]c12
11: CCN1CCCC1CNC(=O)c1ccc2c(=O)n(CCOC)c(=O)[nH]c2c1 (stereo not given)
12: Cc1cccc(-n2c(-c3ccccc3)cn3c4c(=O)[nH]c(=O)n(C)c4nc23)c1
13: Cc1cc(Cc2cc(C)c(N)cc2C)c(C)cc1N
14: CCn1c(SCC(=O)c2c(N)n(C3CC3)c(=O)[nH]c2=O)nc2cc(S(N)(=O)=O)ccc21
15: CCCc1cc(-c2n[nH]c(=S)n2-c2cccc(C)c2)cs1
16: Cc1cccc(NC(=O)c2ncn3c2C(=O)NC[C@H]3C)c1

Assay by compound,9,10,11,12,13,14,15,16
KB-V1 cytotox,0%,-18%,11%,?,18%,12%,?,0%
HEK293 tox,7%,6%,-5%,-5%,-2%,4%,8%,1%
SW480 rerep,/,-2%,0%,/,14%,-8%,-3%,/
DRD3 agonist,-3,-6,-9,-15,0,0,0,-1
IL-1B inflam inh,-1,-1,11,/,14,16,32,-9
HT1080NT lethal,23%,1%,5%,/,5%,0%,4%,0%
KB-3-1 cytotox,16%,0%,14%,13%,15%,8%,7%,-20%
MCF10A rereplic,/,-1%,4%,/,0%,1%,10%[9.22 µM],/
HT1080 IDH1KD tx,26%,-1%,-1%,/,-16%,13%,-7%,-1%

17: CCOC(=O)C1(CCCc2ccccc2)CCN(S(C)(=O)=O)CC1
18: O=C(Nc1ccc(Cl)cn1)C1CC1
19: CC(=Nc1ccccc1)C1=C(O)COC1=O
20: O=C(c1cccc(C(F)(F)F)c1)C1CCCN(C(=O)c2cc(C3CC3)[nH]n2)C1 (stereo not given)
21: O=C(NC1CCN(C(=O)NC2CCCCC2)CC1)c1cccc(F)c1
22: COc1ccc(/C=C/c2c(-c3ccc(OC)cc3)sc3cc(OC)c(OC)cc23)cc1
23: O=C(Nc1cnccn1)Nc1ccc(Cl)cc1Cl
24: O=C(CCCCCNC(=O)N1CCn2c1nc1ccccc12)N[C@@H](Cc1ccccc1)C(=O)O

Assay by compound,17,18,19,20,21,22,23,24
KB-V1 cytotox,-12%,1%,9%,-8%,?,0%,?,15%
HEK293 tox,-9%,3%,7%,-9%,14%,-4%,5%,1%
SW480 rerep,-3%,6%,-3%,?,-3%,21%,-3%,-33%[inhibitor]
DRD3 agonist,-4,0,0,4,-4,11,0,30*
IL-1B inflam inh,-7,?,16,-4,1,4,-1,2
HT1080NT lethal,-18%,3%,2%,-10%,23%,7%,28%,5%
KB-3-1 cytotox,-6%,5%,-1%,-4%,-2%,0%,-30%,0%
MCF10A rereplic,9%,-1%,7%,19%,-1%,-33%[inhibitor],-5%,-3%
HT1080 IDH1KD tx,-4%,9%,-2%,-13%,?,5%,0%,5%

25: Cc1nc(SCC(=O)NCCc2ccccc2)c2c(=O)n(C)c(=O)n(C)c2n1
26: CCOC(=O)c1sc2nccc(OC)c2c1N=CNOC
27: COc1cc(Cl)ccc1OCc1cc(C(=O)N2C[C@@H]3CCC[C@H]2C3)no1
28: COc1ccc(C2=C(CN(C)C)C(c3ccccc3)c3ccccc3O2)cc1 (stereo not given)
29: CC(/C=C1\SC(=S)N(NC(=O)c2ccc(O)cc2)C1=O)=C\c1ccccc1
30: Cc1cc(O)cc(O[C@H]2OC(CO)[C@H](O)[C@@H](O)[C@H]2O)c1 (stereo not given in full)
31: COc1ccc(NS(=O)(=O)c2ccc3ccccc3c2)c2ncccc12
32: Cc1cc(-n2c(C)cc(C(=S)N3CCOCC3)c2C)ccc1Br

Assay by compound,25,26,27,28,29,30,31,32
KB-V1 cytotox,/,10%,?,12µM*,-7%,-10%,-13%,8.2µM*
HEK293 tox,-16%,8%[7.66 µM],10%,?,-8%,-9%,-1%,-3%
SW480 rerep,-6%,-3%,-1%,?,1%,-11%,15µM*,1%
DRD3 agonist,-14,3,2,-14,-1,5,-7,1
IL-1B inflam inh,5,-13,2,-19,-76*,22,91,?
HT1080NT lethal,4%,23%,12%,21µM*,-3%,?,-30%,7%
KB-3-1 cytotox,/,-1%,-4%,0%,4%,-1%,?,?
MCF10A rereplic,-5%,-4%,?,26%,?,5%,?,?
HT1080 IDH1KD tx,10%,11%,10%,23µM*,4%,10%,?,-2%

33: Cc1cc(F)ccc1NC(=O)CCS(=O)(=O)c1ccc2c(c1)NC(=O)CO2
34: Cc1ccccc1CNC(=O)CCC(=O)N1CCOc2ccc(Cl)cc21
35: Cc1ccc(C)c(N(CC(=O)NC2CCCC2)S(=O)(=O)c2ccccc2)c1
36: COC(=O)c1ccc(NC(=O)c2cc(Cl)ccc2OC)cc1
37: COc1ccc(CCNC(=O)CNS(=O)(=O)c2ccc(N(C)C)c([N+](=O)[O-])c2)cc1OC
38: CCOc1ccccc1C(=O)n1nc2nc(C)cc(C)c2c1N
39: CC(CCc1ccc(O)cc1)NC(c1ccccc1)c1ccc(Cl)cc1 (stereo not given)
40: COc1cc2c(cc1OC)-c1cc3ccc4c(c3c[n+]1CC2)OCO4

Assay by compound,33,34,35,36,37,38,39,40
KB-V1 cytotox,1%,-9%,?,20%,4%,0%,-29%,5%
HEK293 tox,3%,1%,1%,-4%,-8%,10%,?,-6%
SW480 rerep,/,2%,6%,3%,-13%,-1%,?,-9%
DRD3 agonist,5,-12,-2,6,-3,6,-14,-15
IL-1B inflam inh,/,-17,?,39,-9,-12,-100*,8
HT1080NT lethal,/,-3%,-24%,15%,4%,-2%,10µM*,0%
KB-3-1 cytotox,14%,-2%,-16%,-2%,9%,-1%,-17%,?
MCF10A rereplic,/,2%,3%,?,-12%,-3%,16µM*,-8%
HT1080 IDH1KD tx,/,-3%,-22%,?,-3%,2%,7.3µM*,0%

41: O=C(NCCCN1CCN(c2cccc(Cl)c2)CC1)c1nc(-c2ccncc2)no1
42: COc1ccc(NS(=O)(=O)c2ccc(O)c([N+](=O)[O-])c2)cc1S(=O)(=O)N1CCCCC1
43: O=S(=O)(NCC(c1ccc2c(c1)OCO2)N1CCOCC1)c1ccc(Br)cc1 (stereo not given)
44: O=C(O)c1cccnc1SC1CC(=O)N(c2cccc(C(F)(F)F)c2)C1=O (stereo not given)
45: O=C(COn1nnc2ccccc21)N1CCN(Cc2ccccc2)CC1
46: CCOC(=O)C1=C(COC(=O)COc2ccc(C(C)=O)cc2)NC(=O)NC1C (stereo not given)
47: Cc1ccc[n+](CC(=O)c2cc3ccccc3oc2=O)c1
48: CCn1c(SCC(=O)OCc2ccccc2)nnc1-c1ccco1
49: COCCCN1C(=O)c2ccc(C(=O)Nc3ccccc3Cl)cc2C1=O
50: Cc1ccc(N2CCN(S(=O)(=O)c3cc(C(=O)Nc4cc(Cl)cc(Cl)c4)ccc3F)CC2C)cc1 (stereo not given)

Assay by compound,41,42,43,44,45,46,47,48,49,50
KB-V1 cytotox,4.1µM*,2%,7%,-3%,-8%,28%,0%,-6%,-6%,?
HEK293 tox,3%,-16%,-3%,3%,-6%,-4%,-9%,13%,15%,0%
SW480 rerep,-1%,-5%,-22%,-10%,-24%,-61%[inhibitor],-1%,-13%,-11%,/
DRD3 agonist,3,5,-7,0,-5,4,1,-2,1,-4
IL-1B inflam inh,8,8,-17,-2,10,24,15,-2,12,/
HT1080NT lethal,-11%,11%,-19%,1%,-12%,13%,-23%,4%,4%,/
KB-3-1 cytotox,-8%,22%,-4%,5%,-1%,10%,19%,-8%,-2%,?
MCF10A rereplic,21%,-10%,-10%,-2%,0%,0%,-9%,-1%,-12%,/
HT1080 IDH1KD tx,0%,8%,-9%,10%,-1%,11%,-13%,-5%,7%,/
